CHO-K1 Ca antag: M1 antagonist counterscreen hit in parental CHO-K1 cells; ATP-induced calcium, Fluo-8 fluorescence; inhibition, % at 3 µM; 0.6% of 360,000 active; AID 602250;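 active means inhibition above a per-plate cutoff, the plate's mean sample inhibition plus 3 SD, cut at about 24% in these data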;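 further: 0% = DMSO plus EC80 ATP and 100% = DMSO alone without ATP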
M1 PAM: potentiates human M1 receptor response to acetylcholine; P11229; 0.088% of 360,000 active; AID 588819; CHO-K1 hM1, Fluo-8 calcium fluorescence, ACh EC20; 0% = ACh EC20, 100% = maximal ACh; activation, % at 3 µM; in the data active means activation above about 19%, passing the limit was not always enough
Target sequence (P11229 whole entry, looked up): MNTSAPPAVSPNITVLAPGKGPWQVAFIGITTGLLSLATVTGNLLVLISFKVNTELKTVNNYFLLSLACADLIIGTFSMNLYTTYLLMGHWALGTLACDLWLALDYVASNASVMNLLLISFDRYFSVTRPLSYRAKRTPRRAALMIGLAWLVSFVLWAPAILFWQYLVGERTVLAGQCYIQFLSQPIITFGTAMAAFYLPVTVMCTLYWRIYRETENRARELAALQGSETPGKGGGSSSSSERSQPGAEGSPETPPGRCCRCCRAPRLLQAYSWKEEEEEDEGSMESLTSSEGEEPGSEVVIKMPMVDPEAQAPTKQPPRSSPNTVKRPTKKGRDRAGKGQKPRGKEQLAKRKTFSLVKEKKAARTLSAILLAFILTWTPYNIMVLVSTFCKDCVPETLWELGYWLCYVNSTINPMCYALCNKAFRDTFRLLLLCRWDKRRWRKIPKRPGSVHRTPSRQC
CHO parental Ca: counter-screen: ATP calcium response change in parental CHO cells; AID 463079; parental CHO-K1, ATP-induced calcium, Fluo-8 fluorescence; inhibition, % at 5.6 µM; 0.63% of 330,000 active;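 active means inhibition above that plate's mean sample inhibition plus 3 SD, cut at about 26% in these data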;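 further: 0% = ATP-challenged DMSO wells and 100% = DMSO wells without ATP; some compounds past the cut are filed as inactive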
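material = parental CHO cells | also added = ATP as calcium-mobilizing challenge | dosing = single point at 5.6 µM | detection = intracellular calcium via Fluo-8 no-wash fluorescent dye | read-out = % inhibition | benchmarks = low control ATP plus DMSO, high control DMSO only | repeats = one well per compound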
TAAR1 agonist: agonists of human TAAR1; CHO RD-HGA16 TAAR1, Fluo-8 calcium fluorescence; vehicle wells 0%, saturating PEA agonist 100%; AID 624467; activation, % at 3 µM; Q96RJ0; 0.99% of 360,000 active;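 active means activation above the mean activation of all test compounds in the run plus 3 SD, cut at about 38% in these data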
Target sequence (Q96RJ0 whole entry, looked up): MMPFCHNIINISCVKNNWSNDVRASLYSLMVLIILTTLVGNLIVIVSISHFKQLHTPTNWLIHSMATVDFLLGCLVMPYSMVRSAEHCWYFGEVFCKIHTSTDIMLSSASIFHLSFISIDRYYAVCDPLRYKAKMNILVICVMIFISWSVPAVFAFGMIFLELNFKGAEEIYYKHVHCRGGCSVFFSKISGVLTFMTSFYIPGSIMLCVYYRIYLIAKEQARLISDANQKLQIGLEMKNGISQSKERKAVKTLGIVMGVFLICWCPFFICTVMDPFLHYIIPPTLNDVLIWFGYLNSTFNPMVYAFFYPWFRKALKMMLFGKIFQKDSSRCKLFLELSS
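System: CHO-derived RD-HGA16 cells with stable Gα16 and human TAAR1. Times: 17-24 h plating, Fluo-8 75 min 37 °C, 30 min RT. Measured by: calcium-sensitive Fluo-8 signal, excitation 470-495, emission 515-575 nm. Read-out basis: % activation relative to PEA EC100 response. Control set: DMSO and PEA EC100. Repeats: no replicates (n 1).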
CHO-K1 Ca ag: M1 agonist counterscreen hit in parental CHO-K1 cells | 0.48% of 360,000 active | AID 602248 | activation, % at 3 µM | Fluo-8 calcium fluorescence; scaled to maximal ATP response, vehicle zero; in the data active means activation above about 15%;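 further: untransfected CHO-K1 host cells lacking M1 receptor as counterscreen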
TAAR1 antagonist: human TAAR1 antagonism; CHO RD-HGA16 TAAR1, Fluo-8 calcium fluorescence, antagonist; inhibition, % at 3 µM; 1.5% of 360,000 active; Q96RJ0;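 active means inhibition above a per-plate cutoff, the mean inhibition of test compounds on that plate plus 3 SD, cut at about 49% in these data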;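 further: 0% = DMSO plus EC80 beta-PEA response and 100% = DMSO alone without agonist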
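System: RD-HGA16 CHO cells with stable hTAAR1 and Gα16 | Probe or stimulus: EC80 β-phenethylamine stimulus | Dosing: 3 µM, single point | Times: Dye loading 75 min at 37 °C, then 30 min room temperature | Measured by: Fluo-8 calcium-sensitive fluorescence | Read-out basis: % inhibition of agonist calcium response | Replicates: n of 1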
M1 PAM parental: nonselective activator or artifact in parental CHO-K1 calcium assay. ATP EC20, Fluo-8 calcium fluorescence; 0% at ATP EC20, 100% at ATP max. activation, % at 3 µM. 0.02% of 360,000 active;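 active means activation above the run cutoff, the mean activation of all test compounds plus 3 SD, cut at about 40% in these data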;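 further: peak over basal fluorescence ratio in a 140 s read after ATP addition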
M1 ag: agonists of human M1 muscarinic receptor; 0.33% of 360,000 active; CHO-K1 hM1, Fluo-8 calcium fluorescence, agonist mode; 0% DMSO, 100% acetylcholine EC100; activation, % at 3 µM;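 active means activation above the run's mean compound activation plus 3 SD, cut at about 16% in these data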;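 further: peak over basal fluorescence ratio within a 140 s kinetic read after compound addition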
M1 antag: blocks human M1 muscarinic receptor; P11229; CHO-K1 hM1, Fluo-8 calcium fluorescence, ACh EC80 antagonist; inhibition, % at 3 µM; 1.3% of 360,000 active;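 active means percent inhibition above its own plate's cutoff, namely the mean of that plate's compound wells plus 3 SD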;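 further: peak over basal fluorescence ratio during 140 s after agonist addition; 0% = ACh EC80 plus DMSO and 100% = DMSO alone without agonist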
* hit, by the source's call; . = no result given.

SMILES | CHO-K1 Ca antag | M1 PAM | CHO parental Ca | TAAR1 agonist | CHO-K1 Ca ag | TAAR1 antagonist | M1 PAM parental | M1 ag | M1 antag
O=C(CCSCCC(=O)NCc1ccccc1)NCc1ccccc1 | -18 | 5 | -6 | 5 | 0.3 | -25 | 2 | 2 | -11
O=C(Cn1ncc2c3ccccc3n(Cc3ccccc3F)c2c1=O)NC1CC1 | -10 | 7 | -6 | 2 | 2.1 | 11 | -9 | -2 | -8
Cc1ccc(C(=O)NCC(=O)NCC(=O)OCc2ccc(Oc3ccc([N+](=O)[O-])cc3)cc2)cc1 | 6 | -9 | 46* | 5 | 7.5 | 39 | 14 | 1 | 24
C=CCNC(=O)CSc1nc2sc3c(c2c(=O)n1CCCOC)CCC3 | -9 | 8 | -11 | -1 | 0.9 | 5 | 22 | -7 | -14
Cc1cc(C)cc(NC(=S)Nc2ccccn2)c1 | -3 | 0 | -13 | 4 | -0.1 | 7 | 14 | -5 | -1
CCOCCCNC(=O)C(c1ccc(Cl)cc1)N1CCN(c2ccccc2)CC1 (stereo not given) | -4 | 2 | -8 | 0 | -0.1 | -12 | 7 | -1 | 1
COc1ccc(S(=O)(=O)N2CCN(C(=O)c3c(-c4ccccc4)noc3C)CC2)cc1 | 1 | 1 | -20 | 1 | 1.9 | -13 | 9 | -1 | -22
Cc1c(NC(=O)c2cccs2)cccc1-c1nc2ccccc2s1 | 4 | -2 | 13 | 26 | 1.1 | 42 | 11 | -3 | 6
Cc1ccc(S(=O)(=O)NCc2ccc(C(=O)NC3CCC(O)CC3)cc2)cc1C (stereo not given) | -7 | 10 | -20 | 7 | -0.2 | -14 | 16 | -2 | -8
COC(=O)[C@@H]1C[C@]2(OC(=O)c3ccccc3)C=CC(=O)C[C@@H]2N1C(=O)OCc1ccccc1 | -11 | 7 | -4 | 13 | 3.0 | 9 | 21 | -3 | 1
CCCC(C)NS(=O)(=O)c1ccccc1 (stereo not given) | -28 | 8 | -7 | 4 | 0.4 | -2 | 13 | -8 | -11
CN(C)C(=O)Cn1cnc2c(cnn2-c2ccccc2Cl)c1=O | -9 | 7 | 1 | 11 | 0.2 | -3 | 5 | -5 | -4
O=[N+]([O-])c1ccc2c(c1)c(-c1ccccc1)nc1nncn12 | -12 | 15 | . | -2 | 0.1 | 5 | 15 | -1 | -12
O=C(/C=C/c1cccs1)Nc1nncs1 | -12 | 4 | 17 | 2 | 0.6 | 7 | 17 | -4 | -11
CSc1cccc(NC(=O)c2cc(S(=O)(=O)N3CCc4ccccc43)cn2C)c1 | 0 | -4 | -7 | 0 | 0.8 | -26 | -3 | -4 | 1
COc1ccc(-c2c(C#N)c(N)nc3sc(C(=O)c4ccccc4)c(N)c23)cc1 | 1 | 10 | -13 | 10 | 0.9 | -9 | 20 | -5 | -6
O=C(O)c1ccc(CSCc2ccco2)cc1 | 6 | 0 | -5 | 3 | -0.2 | -24 | -4 | -3 | 0
O=C(C=C1CCN(c2ncc(C(F)(F)F)cc2Cl)CC1)NNC(=O)Nc1ccc(Cl)cc1 | 8 | 10 | -2 | 5 | 0.1 | 4 | -1 | -1 | -15
COc1ccc(Cl)cc1NC(=O)CC(C)c1ccccc1 (stereo not given) | -6 | 3 | -9 | 11 | 0.1 | -4 | 4 | -5 | -11
O=C(NCC1CC1)c1ccc2nc([C@@H]3O[C@H](CO)[C@H](O)[C@H](O)[C@H]3O)[nH]c2c1 | -21 | 5 | . | 2 | 0.5 | -6 | 23 | 1 | -5
C=CCNC(=S)Nc1ccc2nc(C)oc2c1 | -4 | 11 | -5 | 5 | -0.1 | -20 | 10 | -1 | -4
Nc1nc2ccc(-c3nc4ccccc4o3)cc2s1 | 8 | 3 | -12 | 5 | 0.0 | 3 | -4 | 2 | 0
CCCC(=O)Nc1nc2nc(-c3ccccc3)cc(-c3ccccc3)n2n1 | -7 | 7 | -20 | 2 | 0.4 | 3 | 14 | 0 | -10
Cn1c(=O)c2c(nc(N3CCN(C(=O)c4ccco4)CC3)n2CCSc2ncccn2)n(C)c1=O | -7 | 2 | 3 | 1 | 0.0 | -13 | 0 | -6 | -6
Cc1nc(C)c(C(=O)O)c(-c2ccsc2)c1C(=O)O | 2 | 17 | -4 | 2 | 0.3 | -29 | -1 | -3 | -21
CCOc1ccc(NC(=O)CN2CCN(c3ccc(F)cc3)CC2)cc1 | -23 | 4 | -7 | 0 | 1.3 | -17 | 17 | -8 | -10
Cc1cc(C)n(CCNC(=O)c2cc(COc3ccc4ncccc4c3)on2)n1 | -1 | 6 | 11 | 6 | 11 | -10 | 2 | 4 | -7
Cc1ccccc1C(=O)NC(NCC1CCCO1)C(Cl)(Cl)Cl (stereo not given) | 1 | 9 | -9 | -1 | 0.2 | -6 | 19 | -5 | -6
CS(=O)(=O)N(CC(=O)NCCSCc1cccc(Cl)c1)c1ccc(F)cc1 | -4 | 2 | -13 | -1 | 1.2 | 13 | 3 | -1 | -5
Cc1ccc(S(=O)(=O)NCC(=O)N2CCOCC2)cc1 | 3 | 3 | 6 | 1 | 0.3 | -10 | 4 | -4 | -4
N#CCCN(CCC#N)S(=O)(=O)c1ccc(C(=O)Nc2nnc(C3=COCCO3)o2)cc1 | 2 | 6 | 4 | 7 | -0.3 | -5 | 14 | -5 | -2
C/C(O)=C(/C=NCC(=O)O)C(=O)Nc1nccs1 | -10 | 11 | 6 | 4 | 0.5 | 23 | 21 | -5 | -7
N#Cc1c(N2CCOCC2)nsc1-c1ccc(C(F)(F)F)cc1 | -11 | 8 | -11 | 0 | 0.5 | -13 | 16 | -1 | -13
CCOc1ccc(Cl)cc1/C=N/NC(N)=O | -12 | 8 | 0 | -1 | -0.5 | -11 | 13 | -3 | -5
O=C(C[C@@H]1C/C=C\CC[C@H](Cc2ccc(F)cc2)C(=O)OC[C@@H]2CCCN2C1=O)N[C@H](CO)Cc1ccccc1 | 8 | -8 | -20 | 15 | 3.3 | 16 | -10 | -7 | 7
Cc1ccccc1NC(=O)Nc1cc(S(N)(=O)=O)ccc1C | -7 | 1 | -1 | 1 | -0.1 | -24 | 4 | -3 | -21

A different layout for some results above.
| Molecule | CHO-K1 Ca antag | M1 PAM | CHO parental Ca | TAAR1 agonist | CHO-K1 Ca ag | TAAR1 antagonist | M1 PAM parental | M1 ag | M1 antag |
| --- | --- | --- | --- | --- | --- | --- | --- | --- | --- |
| O=C(CCSCCC(=O)NCc1ccccc1)NCc1ccccc1 | -18 | 5 | -6 | 5 | 0.3 | -25 | 2 | 2 | -11 |
| O=C(Cn1ncc2c3ccccc3n(Cc3ccccc3F)c2c1=O)NC1CC1 | -10 | 7 | -6 | 2 | 2.1 | 11 | -9 | -2 | -8 |
| Cc1ccc(C(=O)NCC(=O)NCC(=O)OCc2ccc(Oc3ccc([N+](=O)[O-])cc3)cc2)cc1 | 6 | -9 | 46* | 5 | 7.5 | 39 | 14 | 1 | 24 |
| C=CCNC(=O)CSc1nc2sc3c(c2c(=O)n1CCCOC)CCC3 | -9 | 8 | -11 | -1 | 0.9 | 5 | 22 | -7 | -14 |
| Cc1cc(C)cc(NC(=S)Nc2ccccn2)c1 | -3 | 0 | -13 | 4 | -0.1 | 7 | 14 | -5 | -1 |
| CCOCCCNC(=O)C(c1ccc(Cl)cc1)N1CCN(c2ccccc2)CC1 (stereo not given) | -4 | 2 | -8 | 0 | -0.1 | -12 | 7 | -1 | 1 |
| COc1ccc(S(=O)(=O)N2CCN(C(=O)c3c(-c4ccccc4)noc3C)CC2)cc1 | 1 | 1 | -20 | 1 | 1.9 | -13 | 9 | -1 | -22 |
| Cc1c(NC(=O)c2cccs2)cccc1-c1nc2ccccc2s1 | 4 | -2 | 13 | 26 | 1.1 | 42 | 11 | -3 | 6 |
| Cc1ccc(S(=O)(=O)NCc2ccc(C(=O)NC3CCC(O)CC3)cc2)cc1C (stereo not given) | -7 | 10 | -20 | 7 | -0.2 | -14 | 16 | -2 | -8 |
| COC(=O)[C@@H]1C[C@]2(OC(=O)c3ccccc3)C=CC(=O)C[C@@H]2N1C(=O)OCc1ccccc1 | -11 | 7 | -4 | 13 | 3.0 | 9 | 21 | -3 | 1 |
| CCCC(C)NS(=O)(=O)c1ccccc1 (stereo not given) | -28 | 8 | -7 | 4 | 0.4 | -2 | 13 | -8 | -11 |
| CN(C)C(=O)Cn1cnc2c(cnn2-c2ccccc2Cl)c1=O | -9 | 7 | 1 | 11 | 0.2 | -3 | 5 | -5 | -4 |
| O=[N+]([O-])c1ccc2c(c1)c(-c1ccccc1)nc1nncn12 | -12 | 15 | . | -2 | 0.1 | 5 | 15 | -1 | -12 |
| O=C(/C=C/c1cccs1)Nc1nncs1 | -12 | 4 | 17 | 2 | 0.6 | 7 | 17 | -4 | -11 |

(continued)
SMILES | CHO-K1 Ca antag | M1 PAM | CHO parental Ca | TAAR1 agonist | CHO-K1 Ca ag | TAAR1 antagonist | M1 PAM parental | M1 ag | M1 antag
CCOC(=O)c1cnn(-c2cc(C)nc3c(-c4ccccc4)cnn23)c1N | -11 | 8 | -21 | 0 | 0.1 | 14 | 22 | -3 | -29
CNC(=O)CSc1nnc(-c2ccco2)n1-c1cccc(C)c1 | -7 | 11 | -10 | 4 | 1.6 | -5 | 16 | 0 | -23
Cc1nc2ccc(C(C(F)(F)F)(C(F)(F)F)C(F)(F)F)cc2[nH]1 | -11 | -1 | -11 | 18 | 2.6 | 1 | 15 | -1 | -22
CCOC(=O)Cn1c(S(=O)(=O)Cc2cccc(F)c2)nc(-c2ccccc2)c1-c1ccccc1 | -8 | -2 | -19 | 5 | -0.2 | 6 | 0 | -3 | -6
CCCCCCCCCn1cc(C(C)=O)c(=O)[nH]c1=O | -8 | 7 | 1 | 8 | 0.5 | -11 | 12 | -3 | -3
CC(C)c1ccc(S(=O)(=O)N2CCC(C(=O)NCC3(N(C)C)CCCCC3)CC2)cc1 | -9 | -13 | -22 | 5 | 1.5 | -13 | -13 | -7 | 22
CC1CCN(Cc2c(C(=O)O)nnn2-c2nonc2N)CC1 | -10 | 3 | 0 | 11 | 1.3 | -4 | 12 | -2 | 0
c1ccc(OCc2nn3c(Cn4cnc5ccccc54)nnc3s2)cc1 | -16 | 0 | -12 | 3 | 9.9 | 20 | 5 | -2 | -6
COC(=O)c1oc2ccccc2c1-n1cccc1 | 3 | 14 | -21 | 13 | 0.0 | -2 | -3 | 7 | -26
Cc1nnc2c(NC3CCCCC3)nc3ccccc3n12 | -12 | 11 | -10 | 4 | 0.5 | -24 | 18 | -2 | -15
Cc1c(C(=O)OCC(=O)N(C)Cc2ccccc2)oc2ccccc12 | 5 | 0 | -12 | 9 | 1.1 | -21 | -8 | -8 | -1
CS(=O)(=O)NNC(=O)CN1C(=O)C2C3C=CC(C3)C2C1=O (stereo not given) | -4 | 8 | -11 | 8 | -0.1 | -17 | 14 | -1 | -6
